# Screening data from PubChem.
# CHOP inh – CHOP inhibition in unfolded protein response; CHO-K1 CHOP-promoter luciferase, tunicamycin-induced, 15-18 h; inhibition, % at 10 µM; 220,000 compounds, 3.8% hits; AID 2732;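 active means compounds that reduced the stress-induced luciferase reporter signal by more than about 70% of percent inhibition, limit read from the data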;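 further: 0% = tunicamycin plus vehicle and 100% = wells without tunicamycin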
# 14-3-3 Bad inh – disrupts binding of bovine 14-3-3 zeta to phospho-Bad peptide; TR-FRET 14-3-3zeta/Dy647-pBad peptide displacement, 1 h; inhibition, % at 21.7 µM; 220,000 compounds, 0.71% hits;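 active means inhibition above about 70%, limit read from the data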;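 further: 0% = full 14-3-3 plus peptide FRET controls and 100% = background without 14-3-3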
# EP2 modulator – modulates human prostaglandin E2 receptor EP2 signaling; P43116; EP2-expressing cells, cAMP HTRF FRET, PGE2 co-stimulation; induction, % at 25 µM; 260,000 compounds, 0.83% hits; AID 940;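 active means compounds whose cAMP rise, as percent of the full-agonist control response, exceeds 60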;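 further: rat C6 glioma line stably carrying human EP2 under a CMV promoter; the protocol text gives 20 µM as final concentration; 100% = response of wells given 1 µM PGE2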
# Target sequence (P43116 whole entry, looked up): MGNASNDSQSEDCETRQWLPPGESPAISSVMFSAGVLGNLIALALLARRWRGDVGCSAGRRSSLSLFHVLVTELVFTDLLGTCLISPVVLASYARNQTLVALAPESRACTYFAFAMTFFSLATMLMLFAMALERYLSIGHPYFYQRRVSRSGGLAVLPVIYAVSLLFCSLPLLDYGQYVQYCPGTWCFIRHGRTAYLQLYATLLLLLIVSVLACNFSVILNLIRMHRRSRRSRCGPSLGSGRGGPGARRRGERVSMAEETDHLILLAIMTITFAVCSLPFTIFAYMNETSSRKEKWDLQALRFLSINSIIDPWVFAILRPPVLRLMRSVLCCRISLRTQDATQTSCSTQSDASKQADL
# PGE2 EP2 inh – inhibitors of human EP2 prostaglandin E2 receptor. inhibition, % at 25 µM. C6 glioma cells expressing human EP2, cAMP TR-FRET; cells stimulated with saturating PGE2. P43116. 260,000 compounds, 0.52% hits;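 active means percent inhibition above 40 after rounding to a whole number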;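 further: rat C6 glioma host cells with rolipram phosphodiesterase inhibitor present; the protocol text gives 20 µM as final concentration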
# TRPML3 ag – human mucolipin-3 channel agonism | HEK293 TRPML3-YFP, Fluo-8 calcium fluorescence; 100% = the carbachol control signal | activation, % at 3 µM | 220,000 compounds, 0.29% hits;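 active means activation above its plate's cutoff, the mean activation of the plate's test wells plus 3 SD, cut at about 12% in these data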;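 further: 0% = DMSO only wells and 100% = carbachol wells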
# Target sequence (Q8TDD5 whole entry, looked up): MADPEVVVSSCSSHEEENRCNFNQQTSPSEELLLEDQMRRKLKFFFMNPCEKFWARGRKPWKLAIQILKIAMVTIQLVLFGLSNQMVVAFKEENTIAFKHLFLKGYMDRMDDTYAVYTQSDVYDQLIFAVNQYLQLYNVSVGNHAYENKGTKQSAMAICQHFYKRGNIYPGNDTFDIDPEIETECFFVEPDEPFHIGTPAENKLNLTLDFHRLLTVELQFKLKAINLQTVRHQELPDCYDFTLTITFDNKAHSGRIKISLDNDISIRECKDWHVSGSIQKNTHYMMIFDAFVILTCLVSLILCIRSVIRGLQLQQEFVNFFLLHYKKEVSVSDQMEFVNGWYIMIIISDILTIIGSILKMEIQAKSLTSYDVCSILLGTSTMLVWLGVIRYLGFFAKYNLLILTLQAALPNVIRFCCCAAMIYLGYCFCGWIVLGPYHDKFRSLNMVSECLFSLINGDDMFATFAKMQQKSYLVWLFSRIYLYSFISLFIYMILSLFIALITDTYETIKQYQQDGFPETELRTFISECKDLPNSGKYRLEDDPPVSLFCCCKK
#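 Test system – HEK293 line with stable expression of human TRPML3-YFP channel · Control set – carbachol 87 µM final as high control (100%), DMSO as low control (0%) · Signal – Fluo-8 calcium dye fluorescence, ex 470-495, em 515-575 nm · Incubation – 1-h 37 °C dye load, 5-s basal, 120-s post-compound reads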
# PPC-1+TRAIL kill – compounds killing PPC-1 cancer cells with TRAIL present (potentiator screen, no TRAIL-free arm); PPC-1 cells + TRAIL, ATPLite viability luminescence; cell killing (% activity), % at 4 µM; 220,000 compounds, 0.41% hits;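 active means cell killing above 50% in the first pass at 4 µM, then a duplicate retest at 5 µM averaging 50% or more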;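 further: plate controls were cells with TRAIL plus DMSO for no effect and medium-only wells lacking cells for full effect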
# zfTRPN1 agonist – zebrafish TRPN1 (NompC) channel agonism; HEK293 zebrafish TRPN1-YFP, Fluo-8 calcium fluorescence; 100% = response to 87 µM carbachol; activation, % at 3 µM; AID 1424; 220,000 compounds, 0.18% hits;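 active means activation above its plate's cutoff, the mean activation of test wells on that plate plus 3 SD, cut at about 19% in these data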;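 further: 0% = DMSO alone and 100% = 87 µM carbachol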
#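 Material: zebrafish TRPN1-YFP in HEK293 cells; Doses: single test compound dose, 3 µM nominal, 0.3% DMSO; Timing: dye loading 1 h at 37 °C, then 30 min room temperature; Technique: intracellular calcium fluorescence with Fluo-8; Benchmarks: high carbachol 87 µM, low DMSO alone.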
# NPY-Y1 antag – blocks the human neuropeptide Y Y1 receptor. 200,000 compounds, 1% hits. HEK293-CNG Y1 cells, membrane potential fluorescence; NPY at EC95, then isoproterenol. P25929. AID 1040. inhibition, % at 3.6 µM;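 active means inhibition above the campaign mean inhibition of all tested compounds plus 3 SD, cut at about 20% in these data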;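 further: 0% = DMSO wells given NPY plus isoproterenol and 100% = isoproterenol alone without NPY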
#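 System: HEK293 cells with Y1 receptor plus CNG channel / Probe or stimulus: NPY 25 nM then isoproterenol 1 µM plus Ro 20-1724 25 µM / Compound: one concentration, 3.6 µM, in 0.4% DMSO / Schedule: compound incubation 1 h at room temperature, readout 45 min post-stimulation / Measured by: membrane potential fluorescence / Read-out: % inhibition of NPY effect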
# NPY-Y1 PAM-ag – human NPY-Y1 potentiation or agonism, primary screen | P25929 | 220,000 compounds, 0.37% hits | NPY-Y1 expressing cells, potentiator/agonist activation | activation, % at 3.6 µM | AID 1304; in the data active means activation above about 33%, passing the limit was not always enough;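 further: cells stimulated with NPY at EC10 then isoproterenol at EC100; 0% = low agonist plus stimulus and 100% = saturating agonist plus stimulus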
# * = called active by the depositor; x = no result given; & = joins results of further samples; [ ] = dose if it differs, or a comment. An excerpt. The share of hits here may be higher or lower than overall.
SMILES,CHOP inh,14-3-3 Bad inh,EP2 modulator,PGE2 EP2 inh,TRPML3 ag,PPC-1+TRAIL kill,zfTRPN1 agonist,NPY-Y1 antag,NPY-Y1 PAM-ag
COc1cc(NC(=O)c2ccccc2[N+](=O)[O-])c(C(=O)O)cc1OC,-10,5,13,8,0.3,9,0.1,-1,-12
COc1cc(NC(=S)NCC2CCCO2)c(OC)cc1Cl (configuration not stated),-12,6,-9,7,-0.8,18,-1.9,-3,5
O=S(=O)(c1ccc2c(c1)OCCO2)N1CCc2ccccc21,32,-3,-35,1,0.8,8,-1.7,11,1
O=C(Cn1ccc2ccccc2c1=O)NCC1COc2ccccc2O1 (configuration not stated),-3,x,-4,9,-0.1,10,0.2,3,-2
O=S(=O)(NCC(c1ccco1)N1CCN(c2ccccc2F)CC1)c1ccc(F)cc1 (configuration not stated),1,-4,27,8,-1.4,14,-1.5,3,2
O=C(Nc1ccccc1Sc1ccccc1)c1ccc(F)cc1,7,5,72*,2,-0.7,24,-2.5,4,-24
CC(C)(C)c1nnc(N/N=C/c2ccccc2O)n(N)c1=O,46,7,-98,7,-0.6,44,3.3,-4,-4
CCOC(=O)C1=C(O)/C(=C/N(C)C)N=C1C,1,-4,37,10,0.2,-7,2.3,3,0
COC(=O)c1ccncc1N,14,-3,8,9,0.8,1,0.6,-6,5
CC(=O)c1cc2c(cc1NC(=O)CN1CCN(c3cccc(C(F)(F)F)c3)CC1)OCO2,19,17,40,8,0.2,10,1.1,4,-4
CCOc1ccccc1NC(=O)CSc1nnc(-c2cnccn2)n1CC,18,12[fluorescence artefact?],12,12,0.0,0,-0.3,8,13
O=C(O)c1cc(C(F)(F)F)nc2c(C(F)(F)F)cccc12,19,0,-3,18,1.2,7,-0.7,14,-25
O=C(NCc1ccccc1)N(Cc1cc2cc3c(cc2[nH]c1=O)OCO3)CC1CCCO1 (configuration not stated),0,2,-7&-24,-2&9,0.5,-7,0.2,-1,-9
COc1cc(C2C(C(=O)c3ccc(C)o3)=C(O)C(=O)N2c2cc(C)on2)ccc1O (configuration not stated),17,2,13,16,0.4,-2,-0.3,-8,4
CCOC(=O)C(C(=O)OCC)[C@@H]1CS(=O)(=O)C[C@H]1C(C(=O)OCC)C(=O)OCC,35,-1[fluorescence artefact?],3,9,0.2,-17,-0.2,-2,2
Oc1ccc(C=Nc2ccccc2-c2nc3ccccc3[nH]2)c(O)c1,15,1,-6,9,0.1,-2,-0.8,0,4
OC1(c2ccc(Cl)cc2)CCN(Cc2nc(-c3cnccn3)no2)CC1,23,-3,12,4,1.2,9,0.2,9,9
Nc1c(Br)cc2oc(-c3ccccc3)nc2c1Br,15,0,15,2,0.7,3,0.4,6,-5
CC1CN(S(=O)(=O)c2cccc(C(=O)OC/C(O)=C(\C#N)c3nc4ccccc4[nH]3)c2)CC(C)O1 (configuration not stated),106*,-6,8,6,0.8,16,1.0,8,-13
Fc1ccc(-c2nnc(SCc3cccnc3)o2)cc1,3,-6,-6,0,-0.3,9,-0.1,1,-2
CCc1cccc(NC(=O)C(NC(=O)C2CCCCC2)C(C)C)c1 (configuration not stated),15,-12,18,6,1.1,8,0.2,5,2
CCCCOc1ccc(C(=O)CCN2CCCCC2)cc1,7,3,-42&-21,19&10,0.4,8,0.7,9,-7
COc1ccc(NC(=O)COC(=O)CNC(=O)C2CCCCC2)cc1,10,1,19,6,0.2,14,0.8,-1,14
Nc1nnc(SCC(=O)NC23CC4CC(CC(C4)C2)C3)s1,6,-1,19,5,-0.2,-5,0.5,4,8
COc1ccc2[nH]c(=O)c(CN(C(=O)c3ccccn3)c3ccccc3)cc2c1,-3,9,-24,27,0.3,9,-0.7,2,26
C=CCN1C(=O)/C(=C2/Sc3ccccc3N2C)SC1=Nc1c(C)n[nH]c1C,-47,22,-1,22,-0.6,11,-0.4,8,10
CC1(CC(=O)NNC(=O)Nc2ccccc2)OCCCO1,0,-12,24,17,1.1,13,2.6,-1,11
CCCc1cc(C(N)=O)c(NC(=O)c2cc(C)on2)s1,20,-4,10,7,-0.2,14,0.0,-5,11
CCOC(=O)Cn1c(=O)c2c(nc(N3CCOCC3)n2C)n(C)c1=O,-4,59,20,5,1.0,27,-0.3,6,-9
CCOc1ccccc1NC(=O)c1cc(-c2ccncc2)nc2c(Cl)cccc12,4,73*,19,14,-0.1,22,-1.2,6,-43
C=CCOc1c(CNc2ccc3[nH]c(=O)[nH]c3c2)cccc1OC,3,-13,-2,8,0.9,x,0.7,7,20
COc1ccccc1OCc1n[nH]c(=S)n1Cc1ccccc1,6,-16,34,4,-1.5,-4,-2.6,-4,8
NC(=O)CC(NC(=O)Cc1cccc2ccccc12)c1ccc(NC2CCCCCC2)c([N+](=O)[O-])c1 (configuration not stated),96*,-3,-27,16,x,4,x,x,x
CCOC(=O)c1c(C)nc2ccccn12,5,2,24,8,0.8,13,0.4,-2,-10
COc1ccc(-c2cc3ccccc3n2CC(O)CN2CCCCC2)cc1 (configuration not stated),2,9,-25,11,1.0,12,0.3,x,-2
Cc1ccc(OCCn2cnc3ccccc3c2=O)c([N+](=O)[O-])c1,-9,5[fluorescence artefact?],-10,7,0.8,13,0.2,0,-20
Cc1ccc(CNC(=O)CSCc2ccc(F)cc2)cc1,6,-12,7,7,-1.2,x,-3.1,6,-6
CCC(=O)NC(=S)Nc1cccc(-c2nc3ncccc3o2)c1,10,5,6,11,1.1,12,2.8,2,-25
COc1ccc(NC(=O)N2CCCC(c3nc(-c4ccc(C(C)C)cc4)no3)C2)cc1 (configuration not stated),43,-7,20,5,1.5,0,2.4,3,-21
Cc1ccc(OCC(=O)NCCN2CCOCC2)cc1C,-19,1,28,7,0.1,6,0.7,2,11
CCN(CC)C(C)C#CCC(c1ccccc1)c1ccccc1 (configuration not stated),19,1,-17,2,-0.1,8,-2.7,x,-43
CCOc1ccccc1NC(=O)C1CCCCN1S(=O)(=O)c1ccc(F)cc1 (configuration not stated),-1,x,25,0,-0.7,-8,-1.8,0,-2
CN(c1cccc(NC(=O)CN(c2ccc(Cl)c(Cl)c2)S(=O)(=O)c2ccccc2)c1)S(C)(=O)=O,23,-10,-3,7,0.3,20,-0.3,-4,4
OC(COC1CCCCC1)CN1CCN(c2ccccc2)CC1 (configuration not stated),-9,2,26,3,0.6,8,-0.7,4,6
COc1ccc(NC(=O)CSc2nc(O)c(Cc3ccccc3)c(=O)[nH]2)cc1,13,13,-8,2,0.4,13,0.1,9,-12
CC(=O)N1N=C(c2ccco2)CC1c1cccs1 (configuration not stated),-2,10,23,5,0.7,-5,0.3,-1,2
CCCCC(=O)Nc1nnnn1CCC,-17,10[fluorescence artefact?],-1,9,0.4,10,0.5,4,7
C=CCN1C(=O)/C(=C/C=C2/N(CC)c3ccc(S(=O)(=O)N(C)C)cc3N2CC)SC1=S,-9,-6,10,9,4.0,12,11,4,11

# Rewritten with values under each structure: entries from further up.
# Each structure is followed by: CHOP inh | 14-3-3 Bad inh | EP2 modulator | PGE2 EP2 inh | TRPML3 ag | PPC-1+TRAIL kill | zfTRPN1 agonist | NPY-Y1 antag | NPY-Y1 PAM-ag
OC(COC1CCCCC1)CN1CCN(c2ccccc2)CC1 (configuration not stated)
  -9 | 2 | 26 | 3 | 0.6 | 8 | -0.7 | 4 | 6
COc1ccc(NC(=O)CSc2nc(O)c(Cc3ccccc3)c(=O)[nH]2)cc1
  13 | 13 | -8 | 2 | 0.4 | 13 | 0.1 | 9 | -12
CC(=O)N1N=C(c2ccco2)CC1c1cccs1 (configuration not stated)
  -2 | 10 | 23 | 5 | 0.7 | -5 | 0.3 | -1 | 2
CCCCC(=O)Nc1nnnn1CCC
  -17 | 10[fluorescence artefact?] | -1 | 9 | 0.4 | 10 | 0.5 | 4 | 7
C=CCN1C(=O)/C(=C/C=C2/N(CC)c3ccc(S(=O)(=O)N(C)C)cc3N2CC)SC1=S
  -9 | -6 | 10 | 9 | 4.0 | 12 | 11 | 4 | 11

# Next section.
SMILES,CHOP inh,14-3-3 Bad inh,EP2 modulator,PGE2 EP2 inh,TRPML3 ag,PPC-1+TRAIL kill,zfTRPN1 agonist,NPY-Y1 antag,NPY-Y1 PAM-ag
COc1ccc(Cc2n[nH]c(=S)n2Cc2ccccc2)cc1Cl,16,-8,53,2,-0.7,6,-0.8,3,2
CCOc1ccc(-n2c(SCC(=O)Nc3ccc4c(c3)OCO4)nc3ccccc3c2=O)cc1,13,1,-5,11,-0.1,18,0.3,3,4
O=C(Cn1cnc2c(cnn2-c2ccc(Cl)cc2)c1=O)NC1CCCCC1,-14,4[fluorescence artefact?],12,7,0.7,17,0.8,-2,-10
COc1cccc(N/C(=N/C(=S)Nc2ccc(C)cc2C)Nc2nc(C)cc(C)n2)c1,-13,-4,36,13,0.8,7,-0.3,x,-33
CCN(CC)c1ccc(/C=N/NC(=O)C(O)c2ccccc2)cc1 (configuration not stated),40,-10,-5,8,0.0,19,-2.3,-5,10
O=c1[nH]c(C2CC2)nc2sc3c(c12)CCCC3,23,-5,-21,4,0.3,0,0.1,-3,-2
CN(C)Cc1ccc(F)cc1Sc1cc(Cl)ccc1Cl,31,11[fluorescence artefact?],75*,17,-0.6,30,-2.1,4,-35
CCOC(=O)c1c(NC(=O)c2c(-c3ccccc3)noc2C)sc(C)c1-c1ccccc1,46,-8,42,4,0.6,-16,1.0,3,19
CCOC(=O)C(NC(=O)Cc1ccccc1)(Nc1cc(C)on1)C(F)(F)F (configuration not stated),8,-7,30,12,0.2,21,-0.1,10,6
CCOC(=O)CSc1nc(C(C)(C)C)nc2ccccc12,69,-7,41,1,-0.7,x,-1.7,10,-16
CCOC(=O)c1c(C)oc2ccc(OC(=O)N3CCOCC3)cc12,15,2,18,5,-0.1,4,-0.6,5,-7

# Some of these compounds in order of their number in EP2 modulator, highest first.
Structure	EP2 modulator
CCOC(=O)CSc1nc(C(C)(C)C)nc2ccccc12	41
O=C(Cn1cnc2c(cnn2-c2ccc(Cl)cc2)c1=O)NC1CCCCC1	12
O=c1[nH]c(C2CC2)nc2sc3c(c12)CCCC3	-21
